# TAAR1 agonist: agonists of human TAAR1. Q96RJ0. activation, % at 3 µM. AID 624467. CHO RD-HGA16 TAAR1, Fluo-8 calcium fluorescence; vehicle wells 0%, saturating PEA agonist 100%. hit rate 0.99% among 360,000;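 active = activation above the mean activation of all test compounds in the run plus 3 SD, cut at about 38% in these data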
#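 test system = CHO RD-HGA16 cells carrying human TAAR1 plus Gα16 | schedule = 17-24 h seeding, 75 min 37 °C dye, 30 min RT | compound dosing = 3 µM single concentration | control set = DMSO and PEA EC100 | replicates = n 1 | signal = Fluo-8 fluorescence, 5 s baseline then 140 s kinetic read | measure = percent activation vs PEA EC100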
# CHRM5 agonist: CHRM5 agonism in calcium assay; P08912; CHO-K1 hM5 cells, Fluo-8 calcium fluorescence; 0% DMSO wells, 100% maximal acetylcholine response; activation, % at 3 µM; hit rate 0.19% among 360,000; AID 624037;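 active = activation above the run's mean over test compounds plus 3 SD, cut at about 23% in these data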;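 note: signal is peak over basal fluorescence ratio across the kinetic read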
# Target sequence (P08912 whole entry, looked up): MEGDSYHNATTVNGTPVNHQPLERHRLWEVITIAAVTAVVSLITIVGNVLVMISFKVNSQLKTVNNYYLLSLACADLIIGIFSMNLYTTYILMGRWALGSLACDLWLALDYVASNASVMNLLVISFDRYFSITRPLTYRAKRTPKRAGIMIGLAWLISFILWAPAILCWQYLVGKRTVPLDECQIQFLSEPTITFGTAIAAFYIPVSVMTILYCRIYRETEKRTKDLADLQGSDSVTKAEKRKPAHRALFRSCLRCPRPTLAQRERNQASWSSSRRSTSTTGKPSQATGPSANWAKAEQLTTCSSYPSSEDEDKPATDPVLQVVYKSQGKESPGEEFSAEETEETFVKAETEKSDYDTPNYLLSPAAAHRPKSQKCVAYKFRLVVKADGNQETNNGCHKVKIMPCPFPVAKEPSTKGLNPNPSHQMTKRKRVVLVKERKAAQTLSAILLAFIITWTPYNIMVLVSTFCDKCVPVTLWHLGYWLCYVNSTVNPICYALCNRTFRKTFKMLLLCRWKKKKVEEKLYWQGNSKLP
# TAAR1 antagonist: antagonists of human TAAR1. inhibition, % at 3 µM. CHO RD-HGA16 TAAR1, Fluo-8 calcium fluorescence, antagonist. hit rate 1.5% among 360,000. Q96RJ0;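 active = inhibition above a per-plate cutoff, the mean inhibition of test compounds on that plate plus 3 SD, cut at about 49% in these data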;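 note: 0% = DMSO plus EC80 beta-PEA response and 100% = DMSO alone without agonist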
#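 Assay system: RD-HGA16 CHO cells with stable hTAAR1 and Gα16 / Reagent: EC80 β-phenethylamine stimulus / Doses: 3 µM, single point / Timing: dye loading 75 min at 37 °C, then 30 min room temperature / Measured by: Fluo-8 intracellular calcium dye fluorescence, real-time kinetic reads / Controls: vehicle wells and EC80 agonist wells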
# M5 PAM: CHRM5 positive allosteric modulation; P08912; CHO-K1 hM5, Fluo-8 calcium, ACh EC20 PAM; 0% = ACh EC20, 100% = ACh EC100; activation, % at 3 µM; hit rate 0.3% among 360,000; AID 624038;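 active = activation above the run cutoff, the mean activation of all test compounds plus 3 SD, cut at about 18% in these data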
#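 System: CHO-K1 cell line with stable human muscarinic M5 receptor expression | Also added: EC20 acetylcholine as agonist stimulus | Compound: One concentration, 3 µM final (nominal) | Timing: Fluo-8 loading 80 min at 37 °C plus 30 min room temperature | Measured by: Fluo-8 calcium dye fluorescence, kinetic read | Read-out basis: % activation, ACh-normalized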
# M1 PAM parental: nonselective activator or artifact in parental CHO-K1 calcium assay. ATP EC20, Fluo-8 calcium fluorescence; 0% at ATP EC20, 100% at ATP max. AID 602247. hit rate 0.02% among 360,000. activation, % at 3 µM;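 active = activation above the run cutoff, the mean activation of all test compounds plus 3 SD, cut at about 40% in these data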;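 note: peak over basal fluorescence ratio in a 140 s read after ATP addition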
# CHRM4 PAM: potentiates acetylcholine response at human M4 receptor | P08173 | CHO-K1 hM4/Gqi5, Fluo-8 calcium fluorescence, ACh EC20; 0% = ACh EC20, 100% = maximal ACh | activation, % at 3 µM | hit rate 0.4% among 360,000;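 active = activation above its plate's cutoff, the mean activation of sample wells plus 3 SD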; note: some results filed as inactive read as strong as hits
# Target sequence (P08173 whole entry, looked up): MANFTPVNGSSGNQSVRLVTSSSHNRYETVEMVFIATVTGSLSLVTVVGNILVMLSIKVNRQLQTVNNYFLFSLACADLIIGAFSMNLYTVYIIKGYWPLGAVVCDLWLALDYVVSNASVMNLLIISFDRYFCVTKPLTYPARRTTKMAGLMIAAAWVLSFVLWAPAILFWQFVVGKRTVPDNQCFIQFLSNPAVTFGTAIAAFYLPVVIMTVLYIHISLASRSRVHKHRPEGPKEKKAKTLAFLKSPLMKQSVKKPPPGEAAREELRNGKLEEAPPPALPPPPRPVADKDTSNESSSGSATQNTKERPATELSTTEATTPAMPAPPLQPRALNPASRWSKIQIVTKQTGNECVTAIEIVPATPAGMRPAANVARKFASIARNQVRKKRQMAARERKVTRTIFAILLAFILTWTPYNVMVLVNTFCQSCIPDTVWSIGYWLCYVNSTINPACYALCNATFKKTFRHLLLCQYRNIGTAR
# CRFR2-BP antag: blocks CRF-induced signaling of the CRF-BP/CRF-R2 complex | AID 588475 | HEK293 CRF-R2/CRF-BP, CRF-induced calcium fluorescence | inhibition, % at 11.8 µM | hit rate 0.59% among 350,000;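 active = inhibition of the ligand-induced calcium signal above about 50% at the single tested concentration, limit read from the data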
# CHRM5 antagonist: antagonists of human muscarinic M5 receptor (CHRM5). CHO-hM5 cells, Fluo-8 calcium fluorescence, ACh EC80. inhibition, % at 3 µM. hit rate 0.59% among 360,000. AID 624040. P08912;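 active = inhibition above a per-plate cutoff, the mean of that plate's test compounds plus 3 SD, cut at about 27% in these data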;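 note: 0% = acetylcholine EC80 with DMSO and 100% = DMSO without agonist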
# CRFR2-BP ag: CRF-BP/CRF-R2 complex agonism; HEK293 CRF-R2/CRF-BP, calcium dye fluorescence (FLIPR); percent of saturating CRF peptide response; activation, % at 13.2 µM; hit rate 0.46% among 350,000; AID 588473;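 active = activation of at least 50%, plus an integration ratio under a set limit after plate pattern correction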;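 note: plate controls were neutral control wells without compound for no effect and CRF at EC100 for full effect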
# Numbers without * were called inactive; / = no result given. This is a random part of the collection; about 4.2% have a hit in one of these screens.
SMILES,TAAR1 agonist,CHRM5 agonist,TAAR1 antagonist,M5 PAM,M1 PAM parental,CHRM4 PAM,CRFR2-BP antag,CHRM5 antagonist,CRFR2-BP ag
CCOC(=O)c1oc2ccccc2c1NC(=O)CCl,7.1,-0.2,-24.4,1.4,8.3,-6.5,2.0,-4.8,-1.6
O=C(COc1ccccc1)N1CCN=C1SCc1ccc(F)cc1,-1.4,-6.2,-14.5,2.0,7.0,7.7,9.9,2.7,-0.9
CN(C)C(CNC(=O)c1ccc(S(=O)(=O)Nc2cccc(C(F)(F)F)c2)cc1)c1ccco1 (centres undefined),18.4,7.6,8.1,3.2,-30.3,-2.5,-15.7,2.0,7.3
CCn1c(C)nc2cc(OC)ccc21,2.8,-7.6,-4.9,-1.1,23.7,-1.2,15.4,8.5,-0.7
Cc1cccn2cc(CNS(=O)(=O)c3cccc(F)c3)nc12,0.5,1.3,4.5,-0.1,12.2,10.3,23.3,-1.3,-0.7
Cc1ccc(NC(=O)C2CCN(S(=O)(=O)c3ccc(C(C)(C)C)cc3)CC2)cc1S(=O)(=O)N1CCOCC1,2.2,-3.5,3.4,3.8,13.6,1.1,-8.8,1.4,0.3
CCOc1ccc(-n2c(N)c(C(=O)NCc3cccnc3)sc2=S)cc1,-2.3,-7.3,-10.9,-3.5,11.5,-4.5,11.4,3.6,-1.7
COc1ccc(OCC(=O)Nc2cc(-c3nn(C)c(=O)c4ccccc34)ccc2OC)cc1,1.2,-2.8,31.6,-8.0,12.8,-1.5,33.6,-5.3,3.3
COc1ccccc1NC(=O)CSc1nncn1-c1cccnc1,7.3,-0.6,-16.2,0.9,0.6,5.1,-17.1,-6.0,-0.9
Cc1ccc(N/N=C(\Cc2nc3ccccc3[nH]2)c2ccccc2)cc1,/,1.7,/,-10.2,8.0,-5.4,-6.1,14.0,-0.4
CCc1noc(C)c1C(=O)NNC(=O)c1ccccc1,18.4,-1.1,-8.9,5.0,13.8,10.8,1.4,1.4,0.6
COc1ccc(CCC(C)NCc2ccc(C(F)(F)F)cc2)cc1 (centres undefined),7.7,-6.9,-20.9,-5.1,22.5,-10.5,-17.1,8.0,0.4
O/N=C/c1ccc2cccc(O)c2n1,-0.7,-2.0,-2.1,-1.9,-10.5,-0.5,9.5,0.9,-0.2
CCCCCOc1ccc(C(=O)CCC(=O)NNC(=O)c2ccncc2)cc1,2.3,-1.1,-15.4,4.5,4.5,-4.6,-0.9,-27.4,-0.4
Cc1cc(C)c(NC(=O)Cc2ccc(-n3cccc3)cc2)c(C)c1,3.8,-1.9,-18.3,2.9,-2.4,1.0,12.0,6.3,3.7
Cc1cccc(N2CCN(S(=O)(=O)c3ccc(-c4cc(C)no4)s3)CC2C)c1 (centres undefined),-0.5,1.2,-12.2,-1.4,12.4,-5.5,11.4,-1.6,0.0
CCc1nnc(NC(=O)CSc2nc(C)cc(C)c2C#N)s1,7.3,1.6,-3.8,-19.1,6.3,-16.9,-18.6,24.4,-1.9
Clc1ccc(-n2ncc3c(N4CCCC4)ncnc32)cc1,2.2,1.1,-7.6,0.4,11.5,3.8,11.7,1.7,5.5
COc1cc(-c2cc3nc(C)c(C)c(=O)n3[nH]2)cc(OC)c1OC,-2.6,0.5,-11.4,5.4,10.3,-1.5,11.1,3.2,0.2
CCC(=O)c1ccc(OCC(O)CN2CCCCC2)cc1 (centres undefined),7.7,-2.2,2.1,1.3,13.1,-11.8,-12.5,-8.5,3.8

# Ordered by length of the SMILES (ascending): part of the list above
SMILES,TAAR1 agonist,CHRM5 agonist,TAAR1 antagonist,M5 PAM,M1 PAM parental,CHRM4 PAM,CRFR2-BP antag,CHRM5 antagonist,CRFR2-BP ag
CCC(=O)c1ccc(OCC(O)CN2CCCCC2)cc1 (centres undefined),7.7,-2.2,2.1,1.3,13.1,-11.8,-12.5,-8.5,3.8
Cc1cc(C)c(NC(=O)Cc2ccc(-n3cccc3)cc2)c(C)c1,3.8,-1.9,-18.3,2.9,-2.4,1.0,12.0,6.3,3.7
Cc1ccc(NC(=O)C2CCN(S(=O)(=O)c3ccc(C(C)(C)C)cc3)CC2)cc1S(=O)(=O)N1CCOCC1,2.2,-3.5,3.4,3.8,13.6,1.1,-8.8,1.4,0.3

# 2 entries drawn at random from those above:
SMILES,TAAR1 agonist,CHRM5 agonist,TAAR1 antagonist,M5 PAM,M1 PAM parental,CHRM4 PAM,CRFR2-BP antag,CHRM5 antagonist,CRFR2-BP ag
CCC(=O)c1ccc(OCC(O)CN2CCCCC2)cc1 (centres undefined),7.7,-2.2,2.1,1.3,13.1,-11.8,-12.5,-8.5,3.8
Cc1cccn2cc(CNS(=O)(=O)c3cccc(F)c3)nc12,0.5,1.3,4.5,-0.1,12.2,10.3,23.3,-1.3,-0.7

# Other compounds follow.
SMILES,TAAR1 agonist,CHRM5 agonist,TAAR1 antagonist,M5 PAM,M1 PAM parental,CHRM4 PAM,CRFR2-BP antag,CHRM5 antagonist,CRFR2-BP ag
CCC(C)c1ccccc1NS(=O)(=O)c1cnn(CC)c1 (centres undefined),2.5,-6.0,-20.4,-8.1,19.2,3.9,-12.5,6.6,1.2
CC(Sc1nncs1)C(=O)Nc1ccc(Cl)cn1 (centres undefined),2.8,-4.8,-12.7,-3.2,11.4,-0.9,2.7,3.0,-5.8
Cc1sc2c(=O)n3c(nc2c1C(=O)NC1CCCCC1)CCCCC3,10.2,-1.5,3.8,14.9,-2.5,22.8,13.7,7.9,-2.4
COc1ccc(-c2nc(CS(=O)CC(=O)NCC3CCCO3)c(C)o2)cc1 (centres undefined),-0.7,-1.4,-29.4,5.8,18.9,5.8,17.9,-5.6,-4.3
CCC(C)C(NC(=O)C(Cc1ccc(O)cc1)NC(=O)OCc1ccccc1)C(=O)OC (centres undefined),1.8,0.3,-24.4,2.9,3.4,-4.7,/,-2.6,/
Cc1cc(C)n(-c2nnc(C)c(=O)[nH]2)n1,3.3,-3.1,4.4,-1.5,6.5,-4.9,-11.1,3.6,-0.6
CCc1cc(=O)oc2c(C)c(OC(C)C(=O)NC3CC(C)(C)NC(C)(C)C3)ccc12 (centres undefined),0.1,-4.7,-16.6,3.8,13.0,0.1,-0.6,-5.4,2.7
COC(=O)/C(=C\C(=O)c1ccccc1)Nc1cccc(C(F)(F)F)c1,-0.5,-9.0,-5.3,-9.3,13.5,4.5,-2.8,2.0,-0.3
O=C(CCCOc1ccccc1)Nc1nncs1,3.4,0.4,12.2,0.1,9.7,3.8,11.2,1.5,-2.5
Cc1ccc(NC(=O)CN(C)Cc2nc3ccccc3c(=O)[nH]2)c(Br)c1,15.0,0.8,-3.2,-8.6,8.7,-3.8,11.7,6.9,-0.7
CC(C)(C)c1ccc(S(=O)(=O)NCCN2CCOCC2)cc1,1.9,1.4,1.6,-6.1,-0.3,-1.6,4.0,14.7,2.0
COc1ccc(-c2nc3ccc(Br)cn3c2Cc2ccsc2)cc1OC,0.8,1.1,3.0,-2.3,-12.0,-3.0,/,5.0,/
NC(=O)CCN(Cc1ccccc1)S(=O)(=O)c1ccccc1,12.8,-1.8,6.3,0.8,9.6,-3.1,-10.0,1.8,-0.8
CN1CCC(N(C)C(=S)Nc2ccc(F)cc2)CC1,3.3,0.8,8.0,6.7,3.8,11.9,0.7,7.5,-0.3
CCn1c(=O)c2ccccc2n(CC(=O)NC2CCCCC2)c1=O,-1.9,-1.6,-28.9,9.7,-25.4,1.9,1.2,1.5,-1.4
COc1ccccc1S(=O)(=O)Cc1ccc(C(=O)NCc2ccc(C)cc2)o1,0.8,-2.6,6.9,-9.6,12.2,0.9,5.5,7.6,0.8
O=S(=O)(c1cnccc1N1CCN(CCO)CC1)N1CCCC1,0.9,-1.9,-13.0,-3.3,-12.2,10.5,-3.7,10.3,8.6
O=C(N[C@@H](Cc1ccccc1)C(=O)OCc1ccccc1)c1nc[nH]c1C(=O)N1CCNCC1,-0.2,0.7,9.9,5.5,5.3,-1.9,4.9,-1.3,-0.6
Cc1ccc(CN2C(=O)CCC2C(=O)NCc2ccc3c(c2)OCO3)cc1 (centres undefined),5.1,-0.2,-1.4,3.9,4.0,-1.2,-15.4,3.5,-0.3
COc1ccccc1C(=O)NCCn1cc(SCC(=O)Nc2cc(C)on2)c2ccccc21,9.4,5.4,47.8,-12.6,11.1,-8.8,5.5,15.2,-0.5
CCN(C(=O)/C=C/c1ccc(OC)cc1)C1CCS(=O)(=O)C1 (centres undefined),0.6,-4.4,2.6,1.6,-15.6,0.1,16.0,5.6,-2.7
CC(C)CNc1ncnc2c1sc1nc(N3CCOCC3)c3c(c12)CC(C)(C)OC3,-2.1,-2.2,11.3,-1.6,18.7,-5.8,5.4,3.6,0.9
Cc1ccc(C)c(SCc2nc3sc(C(=O)O)c(C)c3c(=O)[nH]2)c1,6.4,1.1,-8.3,-1.6,5.0,-7.9,3.7,8.4,0.6
O=C(N/N=C/C(Br)=C/c1ccccc1)c1cccnc1,7.6,7.2,16.6,4.3,9.9,-6.3,-13.6,-4.7,-0.5
Cc1cccc(NS(=O)(=O)c2cccc(C(=O)NCCCN3CCOCC3)c2)c1,3.9,0.0,-42.7,5.6,21.0,8.9,-2.9,0.3,-0.7
COc1ccc(N(C(=O)c2cccnc2)S(=O)(=O)c2ccc3c(c2)n(C)c(=O)n3C)cc1,14.9,1.8,32.3,4.6,25.0,3.6,-7.7,-3.1,-0.3
CCOC(=O)Nc1ccc2c(COC(=O)CNS(=O)(=O)c3cccc(Br)c3)cc(=O)oc2c1,7.8,0.1,5.0,-4.4,8.4,-3.1,-0.1,5.3,2.0
O=[N+]([O-])c1cccc(Cl)c1N1CCOCC1,5.5,1.1,-5.1,-2.9,-2.8,2.8,-16.1,5.3,0.6
COc1ccc(C(=O)COC(=O)CNC(=O)c2ccccc2)cc1F,-1.5,2.4,7.6,2.3,4.8,2.2,-6.2,12.4,0.1
CCCCC(=O)N(C)c1c(CC)nc2c(OCc3cccc(Cl)c3)cccn12,-1.5,-2.4,-21.4,-2.6,2.6,-6.3,/,0.3,/
CN(c1ccccc1C(=O)Nc1ccc(S(=O)(=O)N2CCOCC2)cc1)S(C)(=O)=O,5.1,1.2,7.8,-2.4,7.5,11.6,18.1,5.4,-0.7
O=C1c2cccc(OCC(=O)N3N=C(c4cccs4)CC3c3ccc(F)cc3)c2CCN1Cc1ccccc1 (centres undefined),12.5,-2.0,-20.4,-0.6,20.5,5.0,21.3,-6.1,-1.4

# Screens deposited in PubChem BioAssay by several laboratories.
